Assay outcomes from PubChem BioAssay.
SKN-1 block – C. elegans SKN-1 inhibition | C. elegans VP596 Pgst-4::GFP/RFP ratio, acrylamide-induced, 24 h | inhibition, % at 21.8 µM | actives 0.49% (n = 360,000) | AID 624304;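 active = interference check ratio from 0.5 to 1.5 plus GFP to RFP signal ratio inhibition reaching or exceeding a fixed threshold, cut at about 30% in these data, passing the limit was not always enough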; also: some compounds called inactive have numbers as strong as hits
NadD block – inhibitors of Staphylococcus aureus NadD | purified NadD enzyme, colorimetric absorbance read-out | inhibition, % at 20 µM | actives 0.78% (n = 360,000); in the data active = inhibition above about 26%; also: some compounds past the cut are filed as inactive
SUMO1-SIM PPI – alters human SUMO1 binding to SIM partners; P63165; SUMO1 binding to a labelled peptide, TR-FRET, 1 h; inhibition, % at 20 µM; actives 0.33% (n = 360,000); in the data active = inhibition above about 37%
TbMetRS inhib – blocks T. brucei methionyl-tRNA synthetase activity | purified T. brucei MetRS, ATP depletion, Kinase-Glo luminescence | actives 0.4% (n = 360,000) | inhibition, % at 11.9 µM;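 active = inhibition above a per-plate cutoff of the control wells' mean inhibition plus 3 SD, cut at about 5.5% in these data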;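 also: 0% = DMSO wells median and 100% = median of wells with control inhibitor compound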
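Dosing: 11.9 µM single point; system: parasite MetRS enzyme; technique: luminescence of leftover ATP; times: 15 min enzyme-compound preincubation, 2 h reaction, 10 min detection, 25 °C; replicates: each compound tested once; read-out basis: percent inhibition relative to median high and low control wells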
Neddylation inh – blocks human cullin neddylation; AID 651699; P61081+Q13564; actives 0.58% (n = 360,000); calls only at 25 µM; TR-FRET cullin neddylation, biochemical; in the data active = inhibition above about 36%
STEP block – STEP (human) phosphatase inhibition. P54829. recombinant STEP, OMFP fluorogenic substrate, fluorescence. inhibition, % at 20 µM. actives 0.25% (n = 360,000);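 active = inhibition at 20 µM, scaled per plate between control wells, above about 37%, limit read from the data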;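 also: 0% = DMSO with enzyme and substrate and 100% = substrate only without enzyme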
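Assay system: isolated STEP enzyme / Timing: 20 min at room temperature, dark / Doses: 20 µM, 1% DMSO / Technique: fluorescence intensity, excitation 480 nm, emission 540 nm / Reagent: fluorogenic phosphatase substrate OMFP at 25 µM final / Measure: percent inhibition scaled to no-enzyme and uninhibited-enzyme controls, plate-pattern corrected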
LMPTP inh – blocks human LMPTP phosphatase; recombinant LMPTP-A, OMFP fluorogenic substrate, fluorescence intensity; inhibition, % at 20 µM; actives 0.22% (n = 360,000);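 active = compounds that cut the enzyme signal by at least half of the control window in the single-dose screen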;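 also: plate controls were DMSO wells with enzyme plus substrate for no effect and substrate without enzyme for full effect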
Target sequence (P24666 whole entry, looked up): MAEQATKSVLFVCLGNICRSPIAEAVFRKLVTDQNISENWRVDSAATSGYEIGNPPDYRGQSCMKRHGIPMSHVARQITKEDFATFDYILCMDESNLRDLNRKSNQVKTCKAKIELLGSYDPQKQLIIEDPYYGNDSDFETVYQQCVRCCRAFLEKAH
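Test system: LMPTP-A phosphatase enzyme. Amount: LMPTP-A at 0.625 nM final in the reaction. Reagent: OMFP substrate, 400 µM final. Times: 50 min at room temperature. Signal: endpoint fluorescence intensity from OMFP dephosphorylation. Read-out basis: % inhibition. Benchmarks: no-enzyme and uninhibited controls.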
Scp1 inh – blocks human Scp-1 phosphatase activity | Q9GZU7 | Recombinant Scp1, phosphopeptide, malachite green phosphate absorbance | inhibition, % at 20 µM | actives 0.88% (n = 340,000) | AID 493091;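 active = inhibition above about 50% at 20 µM, limit read from the data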;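 also: plate controls were DMSO wells with enzyme for no effect and wells lacking enzyme for full effect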
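Test system – truncated SCP-1 phosphatase (76-261aa) · Reagent – Phosphorylated 17-residue peptide substrate · Incubation – 45 min room-temperature reaction, 5 min colour, 30 min stabiliser · Detection – colorimetric phosphate reagent with accelerator and stabiliser, absorbance at 630 nm · Measure – % inhibition at 20 µM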
NRP1-CendR mod – NRP-1/CendR interaction modulation. O14786. FAM-RPARPAR peptide binding to NRP-1, fluorescence polarization. inhibition, % at 25 µM. actives 0.85% (n = 360,000). AID 602438;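 active = inhibition or corrected inhibition above about 18%, plus a signal ratio from 0.5 to 1.5, limit read from the data, passing the limit was not always enough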; also: strong numbers were not always called active
Target sequence (O14786 whole entry, looked up): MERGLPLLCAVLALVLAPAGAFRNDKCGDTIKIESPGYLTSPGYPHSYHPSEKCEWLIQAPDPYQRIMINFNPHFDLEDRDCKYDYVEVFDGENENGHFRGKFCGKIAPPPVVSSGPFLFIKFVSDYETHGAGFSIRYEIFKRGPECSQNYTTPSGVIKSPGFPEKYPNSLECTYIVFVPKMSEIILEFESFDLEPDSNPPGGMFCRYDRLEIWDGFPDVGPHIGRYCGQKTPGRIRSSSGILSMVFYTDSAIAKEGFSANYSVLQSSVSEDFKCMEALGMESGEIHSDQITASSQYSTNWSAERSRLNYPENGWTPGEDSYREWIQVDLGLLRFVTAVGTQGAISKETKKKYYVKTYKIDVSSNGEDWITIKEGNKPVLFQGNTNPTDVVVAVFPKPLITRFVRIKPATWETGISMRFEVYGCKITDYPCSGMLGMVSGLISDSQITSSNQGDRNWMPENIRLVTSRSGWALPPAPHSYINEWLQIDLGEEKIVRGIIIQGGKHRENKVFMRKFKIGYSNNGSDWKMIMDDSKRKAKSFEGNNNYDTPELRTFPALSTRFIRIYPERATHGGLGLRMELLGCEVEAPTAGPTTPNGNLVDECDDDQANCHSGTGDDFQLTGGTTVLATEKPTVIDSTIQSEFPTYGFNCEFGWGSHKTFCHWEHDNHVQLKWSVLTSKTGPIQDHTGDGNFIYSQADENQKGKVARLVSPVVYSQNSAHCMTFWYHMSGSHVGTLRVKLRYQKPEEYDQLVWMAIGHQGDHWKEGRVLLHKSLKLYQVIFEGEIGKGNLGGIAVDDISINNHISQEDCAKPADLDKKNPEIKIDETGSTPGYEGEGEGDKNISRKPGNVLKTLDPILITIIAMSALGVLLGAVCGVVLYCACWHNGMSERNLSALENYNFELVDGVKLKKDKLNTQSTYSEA
DNMT1 inh – blocks human DNA methyltransferase DNMT1 | inhibition (reported as % activation of signal), % at 10 µM | DNMT1 molecular beacon, Hinp1I cleavage, fluorescence | actives 0.83% (n = 360,000) | P26358 | AID 588458; in the data active = inhibition above about 50%
Active calls of the source: *; i = inactive; x = no result given.

SMILES	SKN-1 block	NadD block	SUMO1-SIM PPI	TbMetRS inhib	Neddylation inh	STEP block	LMPTP inh	Scp1 inh	NRP1-CendR mod	DNMT1 inh
CCOC(=O)CC(c1ccc(N)cc1)n1c(C)ccc1C (stereo not drawn)	6	-3	-2	-0.6	i	-2	-0.9	-2	-9	-14
CNc1ccc(C(=O)OCC(=O)Nc2ccnn2C(C)C)cc1[N+](=O)[O-]	9	-1	-35	0.0	i	-1	0.3	-1	6	7
CCOc1ccc(NC(=O)CCc2c(C)nn(-c3ccc(N4CCCCC4)nn3)c2C)cc1	19	8	-10	-0.6	i	-2	0.6	-2	2	-6
Cc1ccc(-c2nn[nH]n2)cc1	-1	-3	1	-0.2	i	1	-1.1	0	3	0
O=S(=O)(c1ccc(Br)s1)n1cccn1	-4	0	6	-0.2	i	-1	-1.3	0	5	7
O=C(Nc1ncc2c(n1)-c1ccccc1OC2)c1cccc([N+](=O)[O-])c1	-9	-5	-20	1.1	i	1	-1.5	-6	4	-2
CCN(CC)C(=O)c1ccc2nc3ccccc3nc2c1	-1	-1	-26	-0.4	i	-1	-0.7	-1	-4	1
CC(C)(C)OC(=O)N1CCC(NC(=O)c2nc[nH]c2C(=O)N2CCN(C(=O)OC(C)(C)C)CC2)CC1	13	-2	4	-0.2	i	1	-1.2	-5	4	3
Cc1c(C(=O)Nc2ccccc2)csc1-c1ccccc1	3	-2	0	0.0	i	-1	0.5	2	-2	-1
CCNC(=O)C1(C)CCCN1C(=O)c1c(F)cccc1F (stereo not drawn)	2	0	4	-0.3	i	0	2.6	x	13	-4
CC(=O)NCCc1nc2cc(NC(=O)c3ccc(F)cc3)ccc2n1C	-1	-2	5	-0.6	i	-3	-0.5	-9	0	4
COc1ccc2c(c1)CC/C(=C\Nc1ccc3c(c1)OCO3)C2=O	3	-5	-18	-1.5	i	2	3.1	-6	-98	12
O=C(CSc1nnc(-c2ccccc2)n1Cc1ccccc1)NC1CC1	11	3	3	-0.8	i	1	-0.2	-6	4	3
COc1cc(C(=O)NC(=S)Nc2ccc(N3CCCC3)cc2)cc(OC)c1OC	4	3	0	-0.1	i	-4	0.9	-10	-2	-7
Cc1cnc(CN2CCc3c([nH]c4ccccc34)C2CC(C)C)[nH]1 (stereo not drawn)	23	4	-2	0.2	i	-2	0.7	4	-21	-8
C/C(=N\NC(=O)Cn1nc(C)cc1C)c1ccc([N+](=O)[O-])cc1	0	-5	-36	-0.4	i	-4	-0.9	-11	-1	3
COc1ccccc1CNC(=O)C(C)c1ccc([N+](=O)[O-])cc1 (stereo not drawn)	-8	0	-11	-0.6	i	-1	0.5	-6	10	-1
N#Cc1c2n(c3c(=O)n(CC(=O)c4ccc(Br)cc4)cnc13)CCCC2	24	7	0	-1.2	i	4	-1.9	-9	3	0
CCn1c(SCc2cccnc2)nc2c1c(=O)n(C)c(=O)n2C	-17	-1	6	0.1	i	-1	-0.5	-6	2	-2
Cc1ccc(C(=O)N[C@H](C(=O)OCc2cc(=O)n3c(n2)sc2ccccc23)C(C)C)cc1	5	8	1	0.3	i	6	6.0	46	-5	84*
CC(C)CC(=O)/C(=C\c1ccc(Cl)cc1Cl)n1cncn1	-4	0	3	-0.1	i	2	-0.7	-6	-4	-1
O=C1COc2ccc(S(=O)(=O)CCC(=O)NC3CCCCC3)cc2N1	-4	-4	-3	-0.6	i	1	-2.1	-6	13	2
CN1C(=O)c2c(sc3c2CC(C)(C)SC3)N2CCN=C12	10	2	4	2.6	i	-7	-1.7	4	-12	1
COc1ccc(-n2nc(C(=O)NCC(=O)NCCC3=CCCCC3)c3ccccc3c2=O)cc1	10	-8	-12	-1.0	i	0	0.8	-3	8	0
COc1ccc(CNC(=O)CCOc2ccc(C(C)(C)C)cc2)cc1	15	-10	0	-0.1	i	4	0.3	-7	4	-1
CCCC1(C)SC(NC(C)=O)=NN1C(C)=O (stereo not drawn)	-12	4	-1	-0.1	i	-3	-0.9	-5	4	-3
O=C(CSc1nc2ccccc2s1)Nc1ccc(N2CCOCC2)c(Cl)c1	15	11	0	0.2	i	-1	0.8	15	4	-2
O=C(OCC(=O)N1CCc2ccccc2C1)c1cc(=O)[nH]c2ccccc12	-10	-2	-26	-0.4	i	-1	1.7	-1	-7	16
COc1ccc2oc(=O)c(C(=O)NCc3cccnc3)cc2c1	-2	3	-25	-0.1	x	-1	0.0	7	-4	51*
O=S(=O)(c1ccc(Br)s1)N1CCNCC1	2	-4	1	-0.2	i	1	-0.7	6	-7	2
COC(=O)C1=C(C(=O)OC)[C@@H]2N(C)c3ccccc3[C@@]23C[C@@H](C(=O)OC)N(C(=O)C2CCC2)C3=N1	-10	0	7	-0.2	i	-1	0.1	1	-15	-1
CCN1CCN(C(c2cccs2)C(C)NC(=O)c2c(F)cccc2F)CC1 (stereo not drawn)	7	-3	0	-0.5	i	5	0.7	0	-3	5
CC(C)Cn1c(N)c(C(=O)COC(=O)c2ccc(O)cc2)c(=O)n(C)c1=O	-8	-7	4	0.1	i	-5	-0.7	-13	-1	0
COc1ccc(NC(=O)COc2nsnc2N2CCOCC2)c(OC)c1	-26	-2	6	-1.2	i	-5	0.9	1	0	2
COc1ccc2c(=O)c3c(=O)n(Cc4ccccc4)c(C(C)C)nc3oc2c1	18	-1	5	-0.3	i	2	-1.2	0	-3	0
Cc1ccc2[nH]c(=O)c(CN(C)S(=O)(=O)c3cccc4nonc34)cc2c1	24	4	-25	0.1	i	2	0.5	-3	-2	0
CC(C)Oc1cc(F)ccc1-c1cc(C(=O)NCc2ccccn2)[nH]n1	-1	-2	2	-0.4	i	-2	0.7	x	11	9
Cc1cc(C)nc(N/N=C/c2cccc3ccccc23)n1	-4	0	-7	-0.6	i	5	-1.9	-2	3	0
CC1(c2nnc(Cc3ccccc3)o2)CC(c2ccccc2[N+](=O)[O-])=NO1 (stereo not drawn)	-8	1	-15	-0.2	i	-1	-1.1	0	-13	6
Cc1ccc(-c2noc(CCC(=O)NCCN3CCc4ccccc4C3)n2)cc1	-24	-1	-7	-2.0	i	5	0.4	-12	0	-13

Looked up by compound from the entries so far:
SMILES	SKN-1 block	NadD block	SUMO1-SIM PPI	TbMetRS inhib	Neddylation inh	STEP block	LMPTP inh	Scp1 inh	NRP1-CendR mod	DNMT1 inh
CC(C)Cn1c(N)c(C(=O)COC(=O)c2ccc(O)cc2)c(=O)n(C)c1=O	-8	-7	4	0.1	i	-5	-0.7	-13	-1	0
Cc1cc(C)nc(N/N=C/c2cccc3ccccc23)n1	-4	0	-7	-0.6	i	5	-1.9	-2	3	0
CC(C)Oc1cc(F)ccc1-c1cc(C(=O)NCc2ccccn2)[nH]n1	-1	-2	2	-0.4	i	-2	0.7	x	11	9
Cc1ccc(-c2noc(CCC(=O)NCCN3CCc4ccccc4C3)n2)cc1	-24	-1	-7	-2.0	i	5	0.4	-12	0	-13
COC(=O)C1=C(C(=O)OC)[C@@H]2N(C)c3ccccc3[C@@]23C[C@@H](C(=O)OC)N(C(=O)C2CCC2)C3=N1	-10	0	7	-0.2	i	-1	0.1	1	-15	-1
CC1(c2nnc(Cc3ccccc3)o2)CC(c2ccccc2[N+](=O)[O-])=NO1 (stereo not drawn)	-8	1	-15	-0.2	i	-1	-1.1	0	-13	6

Continued.
SMILES	SKN-1 block	NadD block	SUMO1-SIM PPI	TbMetRS inhib	Neddylation inh	STEP block	LMPTP inh	Scp1 inh	NRP1-CendR mod	DNMT1 inh
Cc1cnc(CN(C)C(=O)CC2C(=O)NCCN2Cc2cccc(F)c2F)[nH]1 (stereo not drawn)	3	1	7	-0.4	i	0	0.5	-12	4	-3
CN(C)C(=S)Nc1ccc(Cc2ccncc2)cc1	-4	-3	-1	-0.8	i	-1	-1.2	-5	6	0
COc1cccc(CNC(=O)COC(=O)CCCNC(=O)c2ccc(Cl)cc2)c1	4	2	-1	-0.4	i	0	-1.2	-3	5	-2
CCn1cc(C(=O)NCC(OC)OC)c(=O)c2cc(S(=O)(=O)N3CCC(C)CC3)ccc21	3	4	26	0.0	i	-2	-0.5	-5	12	1
CCN1C(=O)C(CC(=O)Nc2ccc(F)cc2)N(Cc2cccs2)C1=S (stereo not drawn)	-25	-6	4	0.6	i	-4	2.1	-3	17	-1
Cc1cccc(NC(=O)c2cc(S(=O)(=O)N(C)c3ccc(F)cc3)ccc2Cl)n1	0	-2	3	-0.2	i	3	0.5	-2	-17	-1
O=C(O)COc1ccccc1/C=N/NC(=O)C(O)c1ccccc1 (stereo not drawn)	-2	4	-4	-0.3	i	-2	0.8	-10	4	-3
CN(C)CCCN(C(=O)CCc1ccccc1)c1nc2c(F)cccc2s1	-3	-5	4	-0.6	i	-4	-0.2	1	3	1
CC(C)CN1CCN(Cc2cc(F)ccc2-n2cccn2)CC1CCO (stereo not drawn)	-8	-2	1	-1.1	i	0	0.7	33	-2	2
C=CCc1cccc2cc(C(=O)NCCOC)c(=O)oc12	-6	-2	-23	-0.7	i	-1	0.8	-1	11	3
Cn1c(=O)c2cc(S(=O)(=O)NCCC(=O)NCC3CCCO3)ccc2n(C)c1=O (stereo not drawn)	-5	-3	2	-0.7	i	-5	-0.3	-2	-2	1
Cc1ccc2[nH]cc(S(=O)(=O)c3ccc(C)c(C)c3)c(=O)c2c1	-2	-3	-26	6.8*	i	0	2.3	-2	-8	0
Cc1ccc2oc(C(=O)N3CCN(CCO)CC3)c(C)c2c1	-18	-5	5	-0.9	i	-2	-1.7	-5	-1	0
Cc1ccc(/C(N)=N/OC(=O)COc2ccc(Cl)c(C)c2)cc1	1	4	-3	-1.1	i	-1	-1.6	-4	-6	9
O=S1(=O)[C@H]2C[C@@H]3C=C[C@@]2(CN1Cc1ccc(F)cc1)O3	8	0	4	-0.5	i	-5	-0.2	43	-4	3
CCNC(=O)C1(C)CCCN(Cc2cccc(Oc3ccccc3)c2)C1 (stereo not drawn)	-9	-5	0	-0.3	i	-2	3.2	x	-8	5
CC(NC(=O)Cc1ccsc1)c1ccc(F)cc1 (stereo not drawn)	-5	-2	0	-0.4	i	-3	0.0	4	13	1
CC1CNC(=S)N(c2ccccc2)C1=O (stereo not drawn)	10	0	0	-0.4	i	-2	-1.2	0	10	4
COc1ccc(C2C3C(=O)N(Cc4ccccc4)C(=O)C3ON2c2ccccc2)c(OC)c1OC (stereo not drawn)	7	-8	-2	-0.8	i	-1	3.7	-13	7	-7
CCc1ccc(Nc2cc(C)nc3ncnn23)cc1	1	-1	2	0.2	i	-1	-1.4	-2	-16	4
CCN(CCn1cccn1)C(=O)CCc1nnc(-c2ccc3c(c2)OCO3)o1	-3	6	-2	0.0	i	-2	0.2	-1	-4	-1
Cc1ccccc1NC(=O)N(CCc1nc2ccccc2[nH]1)Cc1ccccc1	21	0	11	7.0*	i	6	0.5	1	-19	-4
